Screens from PubChem BioAssay.
PriA SSB inh = inhibitors of Klebsiella pneumoniae PriA binding to SSB C-terminal tail. AID 1272365. inhibition, % at 33 µM. AlphaScreen SSBct-PriA binding, biotinylated peptide. 430,000 compounds, 0.6% hits; in the data active = inhibition mostly above about 37%, no sharp cut-off; inactive = mostly below about 20%;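 note: plate controls were negative control peptide for no effect and reference peptide for full effect; strong numbers were not always called active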
Anthrax LF prot = anthrax lethal factor protease inhibition. multiplex microsphere protease cleavage assay, LF. P15917. 360,000 compounds, 0.12% hits. inhibition, % at 10 µM; in the data active = inhibition above about 30%; inconclusive = no clear call, values can overlap the other calls; note: plate controls were buffer without enzyme for full effect and enzyme alone for no effect
Rv3671c inh = inhibits the M. tuberculosis serine protease Rv3671c | P9WHR9 | inhibition, % at 5.96 µM | 320,000 compounds, 0.048% hits; in the data active = inhibition above about 38%;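 note: extracellular domain of Rv3671c used as enzyme; 0% = enzyme with DMSO and 100% = no enzyme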
Target sequence (P9WHR9 whole entry, looked up, the tested form may be a part): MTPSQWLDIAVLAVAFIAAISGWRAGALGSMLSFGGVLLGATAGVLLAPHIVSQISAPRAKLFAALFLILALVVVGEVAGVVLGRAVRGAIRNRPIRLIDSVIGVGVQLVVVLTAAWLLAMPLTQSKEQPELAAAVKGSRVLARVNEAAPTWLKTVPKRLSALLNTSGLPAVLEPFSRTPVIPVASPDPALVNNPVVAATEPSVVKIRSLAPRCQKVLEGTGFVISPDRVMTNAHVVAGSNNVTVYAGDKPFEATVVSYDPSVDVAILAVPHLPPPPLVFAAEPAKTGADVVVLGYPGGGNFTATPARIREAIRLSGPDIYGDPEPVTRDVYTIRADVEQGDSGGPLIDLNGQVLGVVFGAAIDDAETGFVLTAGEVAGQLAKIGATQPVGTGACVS
TcdB inh = inhibitors of Clostridioides difficile toxin B glycohydrolase. P18177. inhibition, % at 9.99 µM. 350,000 compounds, 0.24% hits. TcdB glycohydrolase enzymatic assay, plate reader; in the data active = inhibition above about 10%
SARS 3CLpro inh = SARS-CoV 3CLpro protease inhibition. P0C6X7. recombinant SARS-CoV 3CLpro, quenched FRET peptide cleavage. inhibition, % at 6 µM. 290,000 compounds, 0.14% hits. AID 1706; in the data active = inhibition above about 12%
Y pestis TopoI = Y. pestis Topo-I inhibition via cleavage products; 360,000 compounds, 0.064% hits; Y. pestis Topo-I cleavage product accumulation, plate reader; activity, % at 10 µM; in the data active = activity above about 50%, passing the limit was not always enough; inconclusive = no clear call, values can overlap the other calls; note: inactives centre near 2
PfHsp40 rescue = compounds rescuing yeast from Plasmodium falciparum HSP40 toxicity; 340,000 compounds, 0.68% hits; S. cerevisiae expressing PfHsp40, growth rescue, ATP luminescence; growth rescue, % at 12.5 µM; AID 504582; in the data active = growth rescue above about 28%, passing the limit was not always enough; inconclusive = no clear call, values can overlap the other calls;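 note: yeast W303a lacking pdr1 and pdr3 grown in galactose medium; growth measured after three days at 30 °C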
VHR inh abs = inhibitors of human VHR1 phosphatase (DUSP3). AID 1654. P51452. 290,000 compounds, 0.52% hits. recombinant VHR phosphatase, pNPP absorbance. inhibition, % at 13.3 µM; in the data active = inhibition above about 50%; note: some compounds called inactive have numbers as strong as hits
Target sequence (P51452 whole entry, looked up): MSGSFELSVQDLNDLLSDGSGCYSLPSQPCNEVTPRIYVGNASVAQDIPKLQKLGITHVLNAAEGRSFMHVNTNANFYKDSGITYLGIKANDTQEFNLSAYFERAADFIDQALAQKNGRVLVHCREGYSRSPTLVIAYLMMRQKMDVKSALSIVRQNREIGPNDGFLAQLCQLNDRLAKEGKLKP
BH1578 lux ind = induces V. cholerae light production without autoinducers. V. cholerae BH1578 lux reporter, luminescence, 6 h. activation, % at 18.7 µM. 350,000 compounds, 0.16% hits. AID 588436; in the data active = activation mostly above about 9.7%, no sharp cut-off; inconclusive = no clear call, values can overlap the other calls; inactive = mostly below about 3.7%; note: not every result past the cut was called active; inactives centre near 0; reference of the scale not given here
MazF activator = increases E. coli MazEF RNase cleavage of RNA | P0AE70 | FAM/BHQ RNA-DNA oligo cleavage fluorescence, 5 h | activation, % at 20 µM | 350,000 compounds, 0.32% hits; in the data active = activation above about 50%
Target sequence (P0AE70 whole entry, looked up): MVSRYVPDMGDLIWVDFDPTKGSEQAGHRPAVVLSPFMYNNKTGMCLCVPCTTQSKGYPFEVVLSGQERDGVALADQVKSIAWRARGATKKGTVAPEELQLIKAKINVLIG
* hit, by the source's call; i = inactive; ? = inconclusive; / = no result given. Not all compounds are listed; count on the stated rates, not on these rows.

SMILES	PriA SSB inh	Anthrax LF prot	Rv3671c inh	TcdB inh	SARS 3CLpro inh	Y pestis TopoI	PfHsp40 rescue	VHR inh abs	BH1578 lux ind	MazF activator
CC(C)Cn1c(N)c(C(=O)CSc2ncn[nH]2)c(=O)n(C)c1=O	6	5	/	1.8	/	-1	0.3	/	0.9	10
Cc1ccc(C(C)C)c(OCCNC(=S)Nc2cccc3ccccc23)c1	-12	-8	-16	/	-3	-13	-0.8	11	-2.9	3
CC(C)(O)c1ccc2c(c1)CCC1C(C)(C(=O)O)CCCC21C (stereo unspecified)	-5	-10	-5	1.3	/	15	-0.5	18	-0.8	0
CCOC(=O)CC1=NC(=O)CS1	0	-3	-4	/	-2	-4	7.4	-19	i	2
COc1ccc(CCCNC(=O)C2(C)Cc3c(-c4cccc(C(N)=O)c4)ccnc3O2)cc1 (stereo unspecified)	/	4	/	0.3	/	24	/	/	i	/
CCC(=O)NCCc1nc2cc(NC(=O)c3cccs3)ccc2n1C	-4	-6	-3	-0.8	4	1	2.0	7	i	-5
Cc1nn(C(C)C)c(C)c1CN1CCCC(CCC(=O)NCc2ccccc2F)C1 (stereo unspecified)	-10	?	-6	1.7	1	-4	0.9	-1	-0.8	5
COc1ccc(N2C(=O)C(Cl)=C(Nc3c(C)n(C)n(-c4ccccc4)c3=O)C2=O)cc1	0	-2	5	-3.9	3	-7	-0.9	9	i	6
O=C(CCl)Nc1nc(-c2ccco2)c(-c2ccco2)s1	12	0	-11	0.6	0	-16	3.8	-7	-0.4	7
CCCc1cc(=O)[nH]c(SCc2ccccc2Cl)n1	-3	-2	-5	/	4	11	0.2	16	i	-1
Cc1cc(C)cc(NC(=O)CCNC(=O)c2ccc([N+](=O)[O-])cc2)c1	8	-8	/	0.4	1	-7	0.7	17	i	4
O=C(Nc1ccc(F)cc1F)c1csc(-c2ccccc2)n1	-17	0	-10	0.5	-4	-3	0.9	26	0.3	-6
OC(CNCc1ccc2c(c1)OCO2)COc1ccc(F)cc1 (stereo unspecified)	-5	5	-3	0.1	-1	-4	0.3	20	7.1	4
CC(=O)Nc1ccc(-c2csc(Nc3cccc(C)n3)n2)cc1	3	-2	/	1.0	2	2	-0.3	21	-0.4	12
CCOc1ccc(C(=O)CCC(=O)Nc2ccc(C)c(S(=O)(=O)N3CCCCC3)c2)cc1	-4	0	/	-0.5	/	29	0.1	/	i	-8
COc1ccc(NC(=O)CSCc2ccc([N+](=O)[O-])cc2)cc1OC	0	7	7	0.9	-1	-2	-0.5	5	-0.8	6
COc1cccc(/C=N/n2c(=O)[nH]c3ccccc32)c1OC	/	-1	-14	/	-3	-6	-0.4	27	-0.5	-14
O=C(NC(=S)Nc1ccc(O)cc1)c1ccccc1Cl	7	-2	-5	17*	4	7	2.2	9	i	8
Cc1cc(C)nc(SCC(=O)NNC(=O)c2ccccc2C)n1	-5	6	-4	0.0	-1	1	0.2	11	i	8
CCC(C)[C@H](NC(=O)[C@@H]1CSC2c3ccccc3C(=O)N21)C(=O)N1CCCCC1 (stereo partly specified)	0	-1	1	0.4	0	25	-0.8	-5	i	3
CC(C)Oc1ccc(S(=O)(=O)N2CCOCC2)cc1NC(=O)CC1CCCC1	-10	4	-7	1.4	/	27	3.0	/	2.5	-1
O=C(Nc1ccccc1)c1ccccc1OCc1ccc(F)cc1	-14	7	-1	-4.4	1	8	-0.4	23	-2.4	0
O=C(O)c1ccc(CSc2nc(-c3ccccc3)cc(C(F)(F)F)n2)cc1	-19	1	2	/	10	-5	-0.2	-4	-0.5	-1
Cc1ccc(C(=O)C2=C(O)C(=O)N(CCCn3ccnc3)C2c2ccc(OC(C)C)cc2)o1 (stereo unspecified)	-5	4	-7	/	-1	22	1.1	14	i	2
O=C1NN(c2ccccc2)C(=O)/C1=C\c1ccc2c(c1)OCO2	-9	-16	7	0.8	-1	-8	0.8	26	0.4	1
Cc1n[nH]c(C)c1N=Nc1cc(Cl)ccc1Cl	5	-7	2	/	-3	5	5.8	35	i	2
CCN(CC)CCC(C)OC(c1ccccc1)c1ccccc1 (stereo unspecified)	-12	-8	-1	0.2	3	-5	-0.9	12	-0.4	-11
CCCCOC(=O)/C(=C/c1cn(C)c2ccccc12)NC(=O)c1ccc(OC)cc1	8	-3	2	2.2	-2	23	-0.3	-4	i	-2
CCCCS(=O)c1snnc1C (stereo unspecified)	-14	-4	7	-0.1	2	11	0.0	44	1.0	14
COc1ccccc1CN(C)C(=O)c1ccccc1Sc1ccccc1C#N	-15	-2	-15	-0.1	6	-4	8.2	-11	i	3
C/C(=N\NC(=S)NC(C)C)c1ccco1	/	-3	2	-0.6	0	-3	0.4	-5	i	4
COc1ccc(NS(=O)(=O)c2nnc(NC(=O)c3ccccc3F)s2)cc1	100*	-3	1	0.3	3	-2	0.6	2	-0.2	-4
Cc1c(CC(=O)O)c(=O)oc2cc(OCc3nn[nH]n3)ccc12	-13	1	-1	/	1	0	0.9	30	i	-3
CCOc1c(Br)cc(C(=O)N2CCCN(C)CC2)cc1OC	4	-9	0	-0.3	-3	5	-1.4	61	i	8
CC1(CCC(=O)O)C(=O)CCC2C1CCC1(C)C2CCC1(C)O (stereo unspecified)	-4	-1	/	1.1	/	3	-1.3	/	1.1	-8
NNC(=O)c1oc2nc(-c3ccc(Cl)cc3)cc(-c3ccccc3)c2c1N	2	-5	/	0.6	4	22	-1.0	24	-0.8	9
CCOc1ccc2nc(SCC(=O)Nc3ccc4[nH]c(=O)[nH]c4c3)[nH]c2c1	8	-7	2	1.9	/	-3	0.2	/	i	4
CCOc1cc(/C=N/Nc2nc(C)cc(=O)[nH]2)ccc1O	/	7	-1	-9.1	5	-8	-1.1	21	-0.4	-12
CCOC(=O)c1cc(-c2ccc(N3CCOCC3)cc2)nn1-c1ccc(F)cc1F	-6	-1	-15	/	-7	11	-1.2	-6	i	3
CN(C)S(=O)(=O)c1ccc2c(c1)nc(CCC(=O)O)n2C	-2	0	/	0.4	3	12	-0.6	14	-0.2	0
COC(=O)[C@H](CC(C)C)N1Cc2cc(OC)cc(OC)c2-c2ccccc2S1(=O)=O	-6	-2	/	0.8	/	30	1.0	/	0.6	1
O=C(Cc1c(F)cccc1Cl)OCC(=O)c1ccc[nH]1	-11	-2	7	1.0	/	-3	-1.2	/	i	1
Cc1cccc(-c2cc3nc(C)cc(=O)n3[nH]2)c1	/	1	/	1.6	/	0	/	/	i	3
O=c1oc(-c2ccccc2)cc2ccccc12	-18	-6	/	5.8	/	-7	/	/	-0.3	/
CCN1C(=O)[C@H]2[C@@H](c3ccc(C)cc3)N3C(=O)N(c4cccc(Br)c4)C(=O)[C@@]3(Cc3ccccc3)[C@H]2C1=O	-10	-5	1	1.6	/	-5	1.5	/	-0.4	-8

5 records picked at random from those above:
SMILES	PriA SSB inh	Anthrax LF prot	Rv3671c inh	TcdB inh	SARS 3CLpro inh	Y pestis TopoI	PfHsp40 rescue	VHR inh abs	BH1578 lux ind	MazF activator
O=c1oc(-c2ccccc2)cc2ccccc12	-18	-6	/	5.8	/	-7	/	/	-0.3	/
C/C(=N\NC(=S)NC(C)C)c1ccco1	/	-3	2	-0.6	0	-3	0.4	-5	i	4
O=C(Cc1c(F)cccc1Cl)OCC(=O)c1ccc[nH]1	-11	-2	7	1.0	/	-3	-1.2	/	i	1
CCOC(=O)c1cc(-c2ccc(N3CCOCC3)cc2)nn1-c1ccc(F)cc1F	-6	-1	-15	/	-7	11	-1.2	-6	i	3
Cc1cccc(-c2cc3nc(C)cc(=O)n3[nH]2)c1	/	1	/	1.6	/	0	/	/	i	3

New compounds follow
SMILES	PriA SSB inh	Anthrax LF prot	Rv3671c inh	TcdB inh	SARS 3CLpro inh	Y pestis TopoI	PfHsp40 rescue	VHR inh abs	BH1578 lux ind	MazF activator
[O-][n+]1ccc(C2CC2)cc1	-4	0	-3	/	0	-1	0.6	3	-2.9	-8
O=c1oc2cc(O)ccc2c2ccccc12	-24	-1	3	/	2	-6	0.7	10	-2.8	4
CC1CC(C)CN(C(=O)CSc2nnc3ccccn23)C1 (stereo unspecified)	-8	-4	-4	2.5	/	7	7.3	/	i	2
CC1CC(C)CN(C(=O)CCCNC(=O)c2ccc(Cl)cc2)C1 (stereo unspecified)	4	2	-6	-0.5	-10	18	0.3	38	-4.3	-5
CC(CCc1ccccc1)NC(=O)CCc1cn(C)c2ccccc12 (stereo unspecified)	-16	-11	-8	0.4	2	4	1.9	5	i	6
COc1ccccc1OC(C)C(=O)NNC(=S)NC1CCCC1 (stereo unspecified)	3	-5	12	0.9	2	-6	5.2	12	-0.3	12
COc1ccc(NC(=O)C[C@H]2C(=O)N(Cc3cccnc3)C[C@@H]2Cc2ccccc2)cc1	/	-4	/	0.7	/	7	/	/	-0.2	9
O=C(CSc1ccccn1)N/N=C/c1cccc([N+](=O)[O-])c1	/	-6	-6	0.7	8	0	-2.0	-10	-0.6	5
COc1ccc(NC(=O)COC(=O)c2cc(SC)ccc2Cl)c(OC)c1	-20	5	-6	/	-9	0	-1.2	13	i	-23
Cc1ccc2[nH]c3c(c2c1)CN(C(=O)CN1c2ccc(F)cc2CCC1C)CC3 (stereo unspecified)	9	-8	4	/	44*	2	0.0	36	i	3
COc1cccc(OC(=O)c2ccccc2)c1OC(=O)c1ccccc1	2	5	/	-5.3	/	14	-0.6	/	-7.1	0
CCCCSCCCNC(=O)Nc1ccc(CC)cc1	2	1	4	-1.8	1	-2	8.2	36	-0.5	-6
Cc1cc(C)n2nc(/C(C#N)=C/c3ccccn3)c(C#N)c2n1	-10	-2	6	1.1	3	8	-1.6	6	-0.4	9
CN(c1ccc(C(=O)N2CCN(Cc3ccccc3)CC2)cc1)S(=O)(=O)c1ccccc1	3	0	-8	0.4	-4	20	1.6	17	-0.3	-5
CCNC(=O)C1(C)CCN1CCC(=O)c1ccc(C)cc1 (stereo unspecified)	/	-8	/	0.1	/	2	/	/	3.3	/
Cc1nn(-c2ccccc2)c(Cl)c1/C=C1\SC(=S)N(CCCCCC(=O)O)C1=O	18	-2	-21	0.7	6	25	0.4	9	-3.1	2
O=C(COC(=O)c1ccccn1)Nc1cccc(Cl)c1	0	10	-2	/	1	-9	2.2	12	i	5
CCS(=O)(=O)c1ccc2c(c1)NC(=O)C(CCO)O2 (stereo unspecified)	-9	-2	9	0.6	-2	5	0.2	0	-0.6	4
CCOC(=O)C1CCN(C/C=C/c2ccccc2[N+](=O)[O-])CC1	-16	/	7	0.9	-2	-4	-0.5	22	i	-15
Cc1cc(-n2c(C)cc(C(=O)CSc3nnnn3-c3ccc(Cl)cc3)c2C)no1	1	0	3	/	-2	11	0.4	4	2.7	2
CCCN1CCN(C(=O)c2ccc3[nH]c(C)c(C)c3c2)CC1	/	4	/	0.2	/	-8	/	/	-0.5	5
CCCS(=O)(=O)c1nc(S(=O)(=O)c2ccc(C)cc2)c(NCCCN(C)C)s1	8	-5	4	0.6	-1	-6	-0.1	0	i	5
Cc1ccc(NC(=O)C2CC(=O)n3ncnc3N2)cc1 (stereo unspecified)	-14	1	-7	0.9	-2	2	-1.0	19	-4.2	-4
COc1ccc2oc(C)c(C(=O)c3ccccc3)c2c1	-29	2	-5	1.6	/	3	2.0	/	-1.2	8
COC(=O)c1ccccc1NC(=O)CN1CCOCC1	-3	6	1	/	0	-4	-1.0	14	i	10
COC(=O)C1CCN(C(=O)c2c(-c3ccccc3Cl)noc2C)CC1	-8	4	5	/	0	-4	-2.3	-6	i	4
CCC(=O)N1CCC(C)(C(=O)Nc2ccc3c(c2)OCO3)C1 (stereo unspecified)	/	-1	/	1.1	/	0	/	/	-0.5	/
COc1cc(/C=N/N=C2/NC(=O)C(CC(=O)O)S2)ccc1OCc1ccc(Cl)cc1 (stereo unspecified)	/	0	0	/	10	7	-1.4	16	-0.4	-6
